High-throughput results (PubChem BioAssay)
Kir21 block = blocks the mouse Kir2.1 inward-rectifier potassium channel | P35561 | HEK293-Kir2.1, FluxOR thallium flux fluorescence; hits give low values | B-score at 10 µM | hit rate 0.85% among 310,000;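 active means fluorescence ratio B-score at or below minus 3 SD of library scores, with starting-brightness B-score within 2 SD, cut at about -4.2 in these data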;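 further: channel flux triggered by added potassium and thallium sulfate stimulus; B-score of peak minus minimum fluorescence over baseline after thallium stimulus; more negative B-score means stronger Kir2.1 block with less thallium influx; some compounds called inactive have numbers as strong as hits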
Target sequence (P35561 whole entry, looked up): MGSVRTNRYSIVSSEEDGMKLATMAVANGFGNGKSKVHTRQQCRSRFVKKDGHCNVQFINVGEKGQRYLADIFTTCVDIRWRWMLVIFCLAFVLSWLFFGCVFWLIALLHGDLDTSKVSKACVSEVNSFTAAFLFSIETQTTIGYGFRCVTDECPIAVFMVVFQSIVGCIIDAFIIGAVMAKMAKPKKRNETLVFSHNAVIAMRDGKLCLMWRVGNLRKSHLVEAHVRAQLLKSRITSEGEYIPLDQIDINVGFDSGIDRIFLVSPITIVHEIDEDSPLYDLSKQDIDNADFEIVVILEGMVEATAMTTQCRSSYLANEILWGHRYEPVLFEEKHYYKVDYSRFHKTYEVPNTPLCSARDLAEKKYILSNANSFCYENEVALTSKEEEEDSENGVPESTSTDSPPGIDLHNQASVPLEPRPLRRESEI
CHT block = inhibits the human high affinity choline transporter. AID 488975. CHT-expressing cells, membrane potential dye, choline response; hits give low values. B-score at 10 µM. Q9GZV3. hit rate 0.86% among 310,000;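 active means B-score over 3 SD under the library average, and starting fluorescence ratio not unusually high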;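 further: choline stimulus applied at its EC90 after an EC20 pre-addition; B-score computed on integrated fluorescence ratio after choline addition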
Target sequence (Q9GZV3 whole entry, looked up): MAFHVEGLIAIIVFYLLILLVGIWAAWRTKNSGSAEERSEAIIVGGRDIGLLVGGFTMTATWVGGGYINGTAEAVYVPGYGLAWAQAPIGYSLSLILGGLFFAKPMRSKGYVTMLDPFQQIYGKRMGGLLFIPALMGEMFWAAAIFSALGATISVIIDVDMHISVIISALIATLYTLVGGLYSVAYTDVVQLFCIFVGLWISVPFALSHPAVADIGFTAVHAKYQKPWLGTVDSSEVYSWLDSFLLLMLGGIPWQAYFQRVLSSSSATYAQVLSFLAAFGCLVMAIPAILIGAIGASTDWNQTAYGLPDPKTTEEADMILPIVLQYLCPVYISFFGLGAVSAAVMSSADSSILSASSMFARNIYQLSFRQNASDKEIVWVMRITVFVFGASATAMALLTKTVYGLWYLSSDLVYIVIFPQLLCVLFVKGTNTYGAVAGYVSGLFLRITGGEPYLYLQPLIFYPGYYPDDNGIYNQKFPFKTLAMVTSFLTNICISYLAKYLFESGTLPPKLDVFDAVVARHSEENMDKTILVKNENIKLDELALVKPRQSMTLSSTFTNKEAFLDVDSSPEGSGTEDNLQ
The depositor's hits bear a star; i = inactive; nt = no result given. Rows were taken by chance; overall some 1.6% were active at least once.

cpd	Kir21 block	CHT block	compound
1	-1.7	i	Brc1ccc(-c2csc(N/N=C/c3cccnc3)n2)cc1
2	-0.4	i	COc1cccc(Oc2nnnn2-c2ccccc2)c1
3	-1.8	i	CC(=O)Nc1nc(=O)c2ccccc2s1
4	0.92	i	COc1ccc(NC(=O)c2ccc(=O)[nH]c2)cc1S(=O)(=O)N1CCCCC1
5	nt	i	Cc1cc(=O)n(CC(C)C)c(O)c1C#N
6	0.77	i	O=c1c2ccccc2ncn1CCCCOc1ccc(Br)cc1
7	0.43	i	O=[N+]([O-])c1ncccc1Oc1nc(-c2cccnc2)nc2ccccc12
8	0.69	i	CCn1c(=O)c2cc(C(=O)N(C)c3ccc(OC)cc3OC)sc2c2ccccc21
9	-1	i	CCOC(=O)c1ccc(NC(=O)c2nc[nH]c2C(=O)N[C@H](C)c2ccccc2)cc1
10	1.3	i	CCCCN(CC)S(=O)(=O)c1c(C)[nH]c(=O)[nH]c1=O
11	-0.05	i	COc1ccc2cc(C(=O)C3CCCN(C(=O)Cc4c(C)noc4C)C3)ccc2c1 (stereo unspecified)
12	-0.7	i	O=C(NCCN1CCN(Cc2ccccc2)CC1)Nc1cc(Cl)cc(Cl)c1
13	-0.08	i	COc1ccc(-c2cc3ccccc3oc2=O)cc1NC(=O)c1cccnc1
14	-1.3	i	Cc1cc(-n2c(C)cc(C(=O)COc3ccccc3[N+](=O)[O-])c2C)no1
15	-0.02	i	O=C(Nc1cccc(F)c1)Nc1ccc2c(c1)CCC2
16	0.69	i	COc1cc(C(=O)Nc2ccc(C(=O)O)cc2)ccc1OC(C)=O
17	1.8	i	COC(=O)COc1ccc(S(=O)(=O)Nc2ccc(NC(C)=O)cc2)cc1C
18	1.2	i	C/C(=N/NC(N)=S)c1ccc(Br)s1
19	0.55	i	COc1ccc(-c2cc(Cl)cc3c(=O)c4ccccc4n(C)c23)cc1F
20	-10*	i	Clc1cc(Br)ccc1OCCCNCc1ccccc1
21	-0.05	i	O=C(Cc1cccs1)Nc1ccccc1
22	0.52	i	CCOP(=O)(OCC)c1nc(-c2ccccc2)oc1N1CCCCC1
23	-0.6	i	Cc1sc(NC(=O)Cn2c(=O)oc3ccccc32)nc1-c1ccc(Cl)cc1
24	0.1	i	COc1cc(NC(=O)Cc2ccccc2)ccc1NC(=O)c1ccco1
25	0.14	i	CCOC(=O)CSC(=S)NC(=O)c1ccc(OC)cc1
26	1.1	i	COc1ccccc1C(=O)NC(CCSC)C(=O)OC(C)C(=O)NC1CC1 (stereo unspecified)
27	-1.9	i	C#CCNC(=O)C1=C[C@H](c2ccc3c(c2)OCO3)C[C@H](OCc2ccc(CO)cc2)O1
28	0	i	S=C(NCC1(c2ccccc2)CCCC1)Nc1ccccc1
29	1.6	i	CCC(Sc1nc2n[nH]c(C)c2c(=N)n1-c1ccc(C)c(Cl)c1)C(=O)N1CCOCC1 (stereo unspecified)
30	-0.26	i	COc1ccccc1C(=O)NC(=O)COC(=O)c1ccc(C)o1
31	0.22	i	O=C(NC(=S)Nc1ccc2[nH]c(=O)[nH]c2c1)c1ccccc1F
32	-1.4	i	Cc1ccc(CCNC(=O)c2cc(S(=O)(=O)N3CCOCC3)cn2C)cc1
33	-0.08	i	O=C(O)CCn1c(O)c(C=C2N=c3ccccc3=N2)sc1=S
34	-0.59	i	CC(C)CC(=O)N1CCC(N2CCN(c3ccccc3)CC2)CC1
35	0.81	i	CCN(CC(=O)Nc1ccc(NC(C)=O)cc1)C(=O)CCN1C(=O)c2cccc([N+](=O)[O-])c2C1=O
36	0.59	i	C=CCNC(=S)Nc1sc2c(c1C#N)CCCC2
37	0.04	i	CC(C)N=C(NS(=O)(=O)c1cccs1)c1ccccc1
38	0.23	i	O=C(CCN1CCOCC1)NNC(=O)Nc1cccc([N+](=O)[O-])c1
39	0.43	i	O=C(NCc1ccco1)c1ccc(CS(=O)(=O)Cc2ccc(Cl)cc2)o1
40	0.37	i	CC(=O)CSc1nnc2c3ccccc3nc(C(C)(C)C)n12
41	0.53	i	CCOC(=O)c1ccc(N2CCCCC2)c(NS(=O)(=O)c2cccc(C(F)(F)F)c2)c1
42	-0.98	i	O=C(COC(=O)c1cccc(Br)c1)Nc1cccc2c1C(=O)c1ccccc1C2=O
43	-0.41	i	CC(CCCC(C)(C)O)NCCO (stereo unspecified)
44	0.6	i	CC(C)(C)N1C(=O)[C@H]2[C@@H](c3ccc(Br)cc3)N3C(=O)N(c4cccc(F)c4)C(=O)[C@@]3(C)[C@H]2C1=O
45	-0.58	i	Oc1[nH]c2ccccc2c1N=Nc1c(F)c(F)c(Cl)c(F)c1F
46	-0.13	i	CCC(C)Nc1nc2c(C)cccn2c(=O)c1C=Nc1ccc(OC)cc1 (stereo unspecified)
47	0.01	i	Cc1nc2ccccn2c1C(=O)N/N=C/c1ccccc1[N+](=O)[O-]
48	0.15	i	O=C(c1cccs1)N1CCc2c([nH]c3ccccc23)C1c1ccccn1 (stereo unspecified)
49	0.09	i	CCN(CC)S(=O)(=O)c1cc(NC(=O)NCCCl)ccc1C
50	-1.7	i	Cc1nc2ccc(NC(=S)NC(C)C)cc2nc1C

Other compounds
cpd	Kir21 block	CHT block	compound
51	-0.62	i	Cc1ccc(NC(=O)NNC(=O)c2ccc3c(c2)NC(=O)C(C)(C)O3)cc1
52	-0.8	i	Cc1[nH]c(=O)[nH]c(=O)c1N1CCOCC1
53	-0.51	i	CCc1ccc(NC(=O)NCCN2CCN(c3ccc(OC)cc3)CC2)cc1
54	0.68	i	CNc1ccc(Oc2nc([N+](=O)[O-])nn2C)cc1
55	-0.87	i	Cn1c(SC2=CS(=O)(=O)c3ccccc32)nc2ccccc21
56	1.2	i	CC[N+](C)(CC)CCC/C(=N/O)C(O)(c1ccccc1)c1ccccc1
57	0.04	i	COC(=O)c1c[nH]n2c(=O)cc(C)nc12
58	0.52	i	Brc1ccc(-n2c(SCc3nc4ccccc4[nH]3)nnc2-c2ccncc2)cc1
59	-2.5	i	O=C1CSC(=S)N1c1ccc(F)c(Cl)c1
60	0.01	i	O=C(CSc1nc2[nH]ncc2c(=O)[nH]1)NCc1ccccc1
61	-0.1	i	COC(=O)c1nn(-c2ccccc2)c(=O)cc1Sc1ccc(Cl)cc1
62	0.37	i	C/C(=N\NC(=O)c1cccs1)c1ccc(C(=O)O)s1
63	0.13	i	O=C(CCn1c(=O)[nH]c2ccccc2c1=O)NCCCN1CCN(c2cccc(Cl)c2)CC1
64	0.44	i	CNC(=S)N/N=C/c1c(C(=O)OC)cnn1-c1ccc(F)cc1F
65	-0.69	i	Cc1cccc(C)c1OCc1cc(C(=O)NC2CCC(O)CC2)no1 (stereo unspecified)
66	-1.9	i	O=C(N/N=C/c1ccc[nH]1)c1ccc(COc2cccc3cccnc23)cc1
67	2.8	i	Cc1ccc2[nH]c(C)c(/C=N/Nc3nc4ccccc4s3)c2c1
68	-1.1	i	CCNS(=O)(=O)c1ccc(CCC(=O)N2CCN(c3ccccc3F)CC2)cc1
69	-2.4	i	Cn1ccnc1C(=O)c1cc(SCC(=O)NC2CC2)nc2ccccc12
70	-5.6*	nt	CN(C)CC(CCC(CN(C)C)C(O)(c1ccccc1)c1ccccc1)C(O)(c1ccccc1)c1ccccc1 (stereo unspecified)
71	-0.18	i	O=C1CC(c2cccs2)Sc2nc3ccccc3n21 (stereo unspecified)
72	-0.3	i	Nc1nc(C23CC4CC(CC(C4)C2)C3)[nH]c(=O)n1
73	0.44	i	O=[n+]1c2c(n([O-])c3cc(Cl)ccc31)CCCC2
74	0.61	i	Oc1oc(-c2ccco2)nc1C=Nc1ccccc1
75	0.21	i	C[n+]1cccc(/C=N/Nc2nc(Cl)c(C#N)c(Cl)c2Cl)c1

Part of the list above in order of length of the SMILES, smallest number first:
cpd	Kir21 block	CHT block	compound
57	0.04	i	COC(=O)c1c[nH]n2c(=O)cc(C)nc12
62	0.37	i	C/C(=N\NC(=O)c1cccs1)c1ccc(C(=O)O)s1
73	0.44	i	O=[n+]1c2c(n([O-])c3cc(Cl)ccc31)CCCC2
60	0.01	i	O=C(CSc1nc2[nH]ncc2c(=O)[nH]1)NCc1ccccc1
67	2.8	i	Cc1ccc2[nH]c(C)c(/C=N/Nc3nc4ccccc4s3)c2c1
75	0.21	i	C[n+]1cccc(/C=N/Nc2nc(Cl)c(C#N)c(Cl)c2Cl)c1

More compounds
cpd	Kir21 block	CHT block	compound
76	0.28	i	CCCOC(=O)c1c(N)sc2c1CCC2
77	-0.13	i	Oc1cccc(C=NCc2ccccc2)c1O
78	1.3	i	CC(=O)Nc1nc(=S)n(-c2ccccc2)[nH]1
79	1.4	i	Nn1c(SCC(=O)NC2CCCCC2)nnc1-c1ccc(Cl)cc1
80	0.52	i	Cc1nc(C)c(C(=O)C2=C(O)C(=O)N(CCN3CCOCC3)C2c2cccnc2)s1 (stereo unspecified)
81	-0.98	i	CCOC(=O)CN1C(=O)/C(=C2\SC(=S)N(NC(=O)c3cccnc3)C2=O)c2ccccc21
82	-1.6	i	COc1cc(C(=O)NCCc2cn3ccc(C)cc3n2)cc(OC)c1OC
83	-0.51	i	Fc1cccc(Cl)c1CN1CCN(c2nc3ccccc3s2)CC1
84	1.4	i	CC(C)(CNC(=O)Cc1ccc(NS(=O)(=O)c2cccc(C(F)(F)F)c2)cc1)N1CCOCC1
85	-1.1	i	CCCCCN(C(=O)CCC(=O)OCc1ccccc1C)c1c(N)n(CCCC)c(=O)[nH]c1=O
86	-0.01	i	CCN(CC)C(=O)CCC(=O)Nc1ccc(C(=O)OC)cc1
87	0.43	i	O=C(COC(=O)CCc1nc2ccccc2c(=O)[nH]1)NC(=O)NC1CCCC1
88	-0.1	i	CCCS(=O)(=O)N1CCN(C(=O)COc2ccc(OC)cc2)CC1
89	nt	i	CN(C)c1ccc(C=Nc2ccccc2C(N)=O)cc1
90	0.08	i	CCOc1ccc(CN(C)CC(=O)Nc2cccc(S(=O)(=O)N(C)c3ccccc3)c2)cc1
91	-1.3	i	CC(OC(=O)C1CCCCC1)C(=O)Nc1cccc(Cl)c1 (stereo unspecified)
92	-2	i	COc1ccccc1OCC(=O)OCn1c(SC)nnc(C)c1=O
93	-1.5	i	O=C(COC(=O)C12CC3CC(CC(O)(C3)C1)C2)NC(=O)NCc1ccco1
94	0.98	i	CC1CCCCN1CCNC(=O)C1CCCN(S(=O)(=O)c2cccc3nsnc23)C1 (stereo unspecified)
95	-0.1	i	COc1cccc(NC(=S)Nc2cccc3ccccc23)c1
96	-0.6	i	Cc1ccccc1NC(=O)OCc1cccnc1Sc1ccc(Cl)cc1
97	-0.57	i	CCOC(=O)C1C(=O)CC(C)(O)C(C(=O)OCC)C1c1ccc([N+](=O)[O-])cc1 (stereo unspecified)
98	-1.9	i	O=C1C2CCC(C(O)C2)N1Cc1ccccc1 (stereo unspecified)
99	-0.71	i	Cc1c(O)cc2c(c1O)C(=O)CC(c1ccc(O)cc1)O2 (stereo unspecified)
100	-1.4	i	Cc1cc(NC(=O)/C(C#N)=C/c2ccc(-c3ccc(SC(F)F)cc3)o2)n(-c2ccccc2)n1
101	0.05	i	CCN1CCc2c(sc(NC(=O)CN3C(=O)c4ccccc4C3=O)c2C(N)=O)C1
102	1.6	i	CC1(C)OC(=O)CC1C(=O)NCc1ccccc1 (stereo unspecified)
103	-0.55	i	O=C(COc1ccc(Cl)cc1)NCCNC(=O)c1ccccn1
104	2.3	i	Cc1cc2c(C)nc(-c3ccccc3)nc2o1
105	0.38	i	O=C(O)CCC(NC(=O)c1cncc(O)c1)C(=O)O (stereo unspecified)
106	0.13	i	Cc1ccc(NC(=O)c2ccc([N+](=O)[O-])o2)c(C)c1
107	-5*	i	CCN(CCN(C)C)C(=O)C1CCN(S(=O)(=O)c2c(C)noc2/C=C/c2ccccc2F)CC1
108	-2	i	Fc1ccccc1N1CCN(C2CCN(Cc3c[nH]c4ccccc34)CC2)CC1
109	-0.7	i	Cc1ccccc1C(=O)Oc1cccc2c(O)cccc12
110	-3	i	CCCCCCCCCCOC(=O)C[N+](C)(C)C/C=C(/C)Cl
111	-1.9	i	CCC1CC(/C(C)=N/NC(N)=O)OC1=O (stereo unspecified)
112	0.54	i	COc1cccc(CNC(=O)C2CC(=O)N(c3ccc4c(c3)OCCO4)C2)c1 (stereo unspecified)
113	-0.37	i	O=C(COC(=O)c1cccnc1Cl)NCc1ccc2c(c1)OCO2
114	0.61	i	Cc1[nH]n(-c2ccccc2)c(=O)c1Sc1ccc(Cl)cc1
115	1.3	i	Cc1ccc(C)c(N2CCN(S(=O)(=O)c3ccc4c(c3)CCN4C(=O)CCC(=O)O)CC2)c1
116	-1.4	nt	CCn1cc(C(=O)NCc2ccccn2)c(=O)c2cc(S(=O)(=O)N3CCCCC3)ccc21
117	-1.1	i	COc1cccc(OC)c1C(=O)NC(=S)N1CCCCC1c1cccnc1 (stereo unspecified)
118	-0.04	i	COc1ccc(-n2c(N)c(C(=O)NCc3cccnc3)sc2=S)cc1
119	-0.74	i	O=C(C#Cc1ccccc1)Nc1cccc(F)c1
120	0.72	i	CC(C)(C)c1ccc(-n2ncc3c2CCCC3NC(=O)C2=NNC(=O)CC2)cc1 (stereo unspecified)
121	0.46	i	COc1ccc(OC)c(C(=O)c2ccc(C(=O)O)cc2)c1
122	1.4	i	O=C(COC(=O)CNC(=O)c1ccc(Cl)cc1Cl)NC1CCCCC1
123	-0.72	i	CC1CCN(C2(O)C(=O)Nc3ccc(Br)cc32)CC1 (stereo unspecified)

Single records, as listed above:
O=C(O)CCC(NC(=O)c1cncc(O)c1)C(=O)O (stereo unspecified) in the list: Kir21 block = 0.38; CHT block = i
Cc1ccccc1C(=O)Oc1cccc2c(O)cccc12 in the list: Kir21 block = -0.7; CHT block = i
